APOBEC3A inh – human APOBEC3A DNA deaminase inhibition; P31941; recombinant A3A, FAM/TAMRA ssDNA deamination fluorescence; inhibition, % at 20 µM; actives 0.41% (n = 330,000); AID 493011;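 active = at least 40% inhibition at 20 µM here, with at most 30% in a related deaminase screen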;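 also: plate controls were A3A with DMSO for no effect and wells lacking A3A enzyme for full effect; some results filed as inactive read as strong as hits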
Target sequence (P31941 whole entry, looked up): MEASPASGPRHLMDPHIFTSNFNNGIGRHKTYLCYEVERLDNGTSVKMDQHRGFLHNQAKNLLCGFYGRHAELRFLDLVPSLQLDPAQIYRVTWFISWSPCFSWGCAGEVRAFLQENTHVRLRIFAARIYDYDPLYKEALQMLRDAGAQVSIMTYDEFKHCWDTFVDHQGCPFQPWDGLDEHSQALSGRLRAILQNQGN
hIAP block – blocks human intestinal alkaline phosphatase; P09923; purified IAP, CDP-Star luminescence, 30 min; inhibition, % at 10 µM; actives 0.12% (n = 330,000);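 active = inhibition reaching a set limit with compound at 10 µM in the primary screen, cut at about 35% in these data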;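 also: plate controls were DMSO wells with enzyme for no effect and no-enzyme buffer wells for full effect; values of inactives mirror those of a sister screen read the other way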
Target sequence (P09923 whole entry, looked up): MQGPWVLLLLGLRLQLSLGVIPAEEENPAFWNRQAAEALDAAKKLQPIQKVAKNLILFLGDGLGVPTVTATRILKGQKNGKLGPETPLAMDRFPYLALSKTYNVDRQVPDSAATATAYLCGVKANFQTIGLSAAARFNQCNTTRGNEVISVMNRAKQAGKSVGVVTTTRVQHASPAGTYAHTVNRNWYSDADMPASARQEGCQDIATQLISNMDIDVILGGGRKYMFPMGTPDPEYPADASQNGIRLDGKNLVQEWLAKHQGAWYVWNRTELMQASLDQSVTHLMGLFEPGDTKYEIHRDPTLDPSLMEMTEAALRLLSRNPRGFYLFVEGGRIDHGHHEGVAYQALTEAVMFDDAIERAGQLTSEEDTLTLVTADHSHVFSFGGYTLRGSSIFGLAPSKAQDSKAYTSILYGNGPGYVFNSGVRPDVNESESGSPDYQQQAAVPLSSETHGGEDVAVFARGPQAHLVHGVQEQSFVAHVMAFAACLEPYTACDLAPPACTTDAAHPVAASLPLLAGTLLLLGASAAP
TIM10 inh – growth inhibitors of TIM10 yeast strain; S. cerevisiae TIM10 strain growth, BacTiter-Glo luminescence, 24 h; inhibition, % at 10 µM; actives 1.4% (n = 330,000); AID 463195;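 active = inhibition of 40% or more at the single tested concentration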;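 also: wild-type TIM10 isogenic control strain grown at permissive 25 °C; 0% = DMSO yeast wells and 100% = minimal medium wells without yeast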
mIAP inh – blocks mouse intestinal alkaline phosphatase; purified mouse IAP, CDP-Star luminescence, 30 min; inhibition, % at 10 µM; actives 0.2% (n = 330,000); AID 2806;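 active = inhibition of at least 40% at 10 µM in the primary screen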;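 also: plate controls were DMSO with enzyme for no effect and no enzyme wells for full effect; values of inactives mirror those of a sister screen read the other way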
mIAP activ – mouse IAP activation | muIAP, CDP-Star luminescence, 30 min; stronger effect = higher value; 1 = vehicle-only enzyme signal, 0 = enzyme-free wells | AID 2805 | activation factor at 10 µM | actives 0.24% (n = 330,000);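 active = activation factor of at least 2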; also: the source names both 10 and 20 µM as test concentration; values of inactives mirror those of a sister screen read the other way
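Assay system: mouse IAP enzyme; reagent: chemiluminescent substrate CDP-Star; dosing: test compounds delivered from DMSO solution; schedule: 30 min at room temperature; measured by: luminescence from enzymatic CDP-Star hydrolysis; controls: DMSO-only wells and no-enzyme negative control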
tim10-1 inh – tim10-1 yeast growth inhibition. S. cerevisiae tim10-1 ts strain growth, BacTiter-Glo, 24 h. inhibition, % at 20 µM. actives 2.2% (n = 330,000). AID 463190;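 active = inhibition of at least 40%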;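 also: mutant grown at 25 °C; 0% = DMSO wells with yeast and 100% = wells holding no yeast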
APOBEC3G inh – blocks human APOBEC3G single-stranded DNA deamination; Q9HC16; recombinant A3G, ssDNA deamination FAM/TAMRA fluorescence; inhibition, % at 20 µM; actives 0.28% (n = 330,000);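 active = inhibition of at least 40% at 20 µM, with no more than 30% in the related APOBEC3A deaminase screen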;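 also: plate controls were DMSO wells with A3G for no effect and wells lacking A3G enzyme for full effect; some compounds called inactive have numbers as strong as hits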
Target sequence (Q9HC16 whole entry, looked up): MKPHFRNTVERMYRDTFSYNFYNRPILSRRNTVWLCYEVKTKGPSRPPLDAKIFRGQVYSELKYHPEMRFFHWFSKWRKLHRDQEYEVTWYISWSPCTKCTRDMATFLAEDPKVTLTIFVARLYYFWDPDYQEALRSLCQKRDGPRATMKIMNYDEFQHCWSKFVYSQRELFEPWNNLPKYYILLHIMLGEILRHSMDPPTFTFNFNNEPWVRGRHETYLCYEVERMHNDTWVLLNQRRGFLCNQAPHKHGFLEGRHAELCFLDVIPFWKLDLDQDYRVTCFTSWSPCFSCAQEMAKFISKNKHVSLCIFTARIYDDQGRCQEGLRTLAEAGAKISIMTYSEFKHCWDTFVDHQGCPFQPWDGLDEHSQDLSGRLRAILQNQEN
NALP3 yeast inh – blocks the NALP3 inflammasome reconstituted in yeast; actives 0.39% (n = 330,000); Yeast reconstituted NLRP3/ASC/caspase-1, beta-gal luminescence, 24 h; inhibition, % at 10 µM;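 active = inhibition of 50% or more; inactive = inhibition below 50%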;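 also: plate controls were induced DMSO wells for no effect and uninduced yeast grown without galactose for full effect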
beta cell repl – induces beta-cell replication in MIN6 cells. actives 0.29% (n = 330,000). proliferation, % at 10 µM. MIN6 cells proliferation, ATPlite luminescence, 48 h; cells starved in 0.2% serum; 100% = growth in 10% serum. AID 2380;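 active = compounds whose signal lies at least 3.5 SD above the mean of all wells on their plate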;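 also: 0% = DMSO-treated cells in low-serum medium and 100% = 10% serum control; some compounds called inactive have numbers as strong as hits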
An asterisk follows results filed as active; x = not tested or not shown.

SMILES | APOBEC3A inh | hIAP block | TIM10 inh | mIAP inh | mIAP activ | tim10-1 inh | APOBEC3G inh | NALP3 yeast inh | beta cell repl
O=C(C[C@@H]1NS(=O)(=O)OC2CCCCC21)c1ccccc1 (stereo partly drawn) | 0.6 | -3.3 | 8.1 | 0.1 | 0.999 | 30.1 | -3.8 | 14.3 | -6.0
NS(=O)(=O)c1ccc(NC(=O)COC(=O)c2ccco2)cc1 | -3.4 | -26.7 | -0.1 | -2.3 | 1.02 | -0.4 | 4.9 | 13.8 | -2.9
COC(=O)CSC1=C(C#N)C(c2ccc(C)cc2)C2=C(CCCC2=O)N1 (stereo not drawn) | 0.5 | -4.2 | 3.7 | 10.1 | 0.899 | 17.6 | -3.6 | 6.4 | -2.1
Cc1cc(C)c2cc(CN(CCCO)S(=O)(=O)c3ccccc3F)c(=O)[nH]c2c1 | -2.1 | 12.5 | 5.0 | 9.4 | 0.906 | 10.2 | -16.6 | 4.4 | -1.7
Cc1ccc(N2C(=O)CC(N(O)C3CC(=O)N(c4ccc(C)cc4)C3=O)C2=O)cc1 (stereo not drawn) | -2.6 | -7.3 | 4.4 | 5.8 | 0.942 | 12.0 | -0.8 | -2.9 | -5.2
CCc1nc(SCC(=O)NNC(=O)C2CCCCC2)c2ccccc2n1 | 1.3 | 4.4 | 10.2 | 2.1 | 0.979 | 20.4 | -2.8 | 12.3 | -2.1
Cc1ccc(C(=O)N/C(=C/c2cccc([N+](=O)[O-])c2)C(=O)NCC2CCCO2)cc1 (stereo not drawn) | -1.3 | -1.6 | 6.5 | 5.1 | 0.949 | 17.7 | -3.3 | -5.9 | 0.5
O=c1c2ccc(Cl)cc2[nH]c(=S)n1CCCN1CCOCC1 | 2.6 | -3.6 | -6.9 | 3.1 | 0.969 | 6.9 | -3.7 | 10.4 | -3.6
CCOc1ccc(C(C)NC(=S)NC2CCCCC2)cc1OCC (stereo not drawn) | 0.1 | -7.4 | 11.2 | -71.8 | 1.72 | -2.2 | -5.5 | 21.2 | -4.6
CCOC(=O)c1nncc(-c2ccccc2)n1 | 0.9 | -3.7 | -7.5 | -0.3 | 1 | -3.0 | -9.9 | 1.9 | -2.5
COc1ccc(CC(=O)Nc2cccc(SC)c2)cc1 | 1.4 | 17.7 | 16.5 | 2.3 | 0.977 | 19.5 | -2.5 | 13.0 | 0.0
COc1cc2nc(CN(CCC(C)C)Cc3nc4cc(OC)c(OC)cc4c(=O)[nH]3)[nH]c(=O)c2cc1OC | 1.4 | -12.8 | 9.3 | -2.6 | 1.03 | 4.9 | -3.0 | 8.2 | -1.9
COc1ccc(S(=O)(=O)N2CCCCCC2)cc1C(=O)NCc1ccccc1Cl | -2.9 | -34.4 | 12.4 | -1.8 | 1.02 | 35.2 | 4.7 | 21.3 | -3.7
COc1cc(C)c(C)cc1S(=O)(=O)N1CCCCC1c1cccnc1 (stereo not drawn) | -1.0 | 0.8 | 11.5 | -2.2 | 1.02 | 41.0* | -4.7 | 9.8 | -1.5
O=C(/C=C/Nc1ccc(S(=O)(=O)Nc2ncccn2)cc1)c1ccc(Cl)c(Cl)c1 | -1.8 | -13.9 | -12.2 | -3.4 | 1.03 | -13.9 | -2.4 | -4.0 | -2.6
CCN(CC)S(=O)(=O)c1ccc(C)c(NC(=O)CNc2cccc(S(=O)(=O)N3CCCC3)c2)c1 | -2.8 | -4.7 | -6.8 | -9.4 | 1.09 | 2.5 | -10.1 | 17.9 | 2.3
Cc1ccc(SCc2cn3cc(Cl)ccc3n2)cc1 | -1.8 | -9.6 | 21.5 | -0.4 | 1 | 18.0 | -4.4 | 46.1 | 1.9
O=C(O)CC1C(=O)NCCN1Cc1cccs1 (stereo not drawn) | -1.4 | -16.4 | 7.5 | 3.1 | 0.969 | 9.3 | -6.1 | -7.4 | 6.2
COc1ccc(NC(=O)CSc2nnc(Cn3cnc4ccccc43)o2)cc1 | 1.8 | -11.9 | -5.8 | -0.3 | 1 | 1.3 | -1.2 | 5.5 | -0.4
O=C(Nc1cccc(O)c1)c1ccccc1 | 0.9 | -8.5 | 40.0* | 4.7 | 0.953 | 15.5 | -3.5 | 8.0 | 0.2
CC1CCCCN1S(=O)(=O)c1ccc(C(=O)Nc2nnc(C3CC3)o2)cc1 (stereo not drawn) | 1.8 | -15.9 | 14.4 | 4.8 | 0.952 | 28.2 | -4.0 | 18.0 | -1.6
O=c1c2c3n(c(=O)nc2[nH]n1-c1ccccc1)CCCCC3 | -4.1 | -1.5 | -15.7 | 10.4 | 0.896 | 7.1 | -6.4 | -17.4 | 0.1
COc1ccc(NC(=O)CC2SC(=Nc3ccccc3)NC2=O)cc1 (stereo not drawn) | 1.8 | -15.0 | 12.8 | 0.0 | 1 | 11.2 | -0.6 | -11.2 | -1.7
Cc1ccc(C(=O)Nc2ccccc2N2CCCC2)cc1 | -1.0 | -1.2 | 9.5 | 5.9 | 0.941 | 14.9 | -9.9 | 20.5 | -3.0
COc1ccc(NC(=O)C(=O)NCC2CCCN2S(=O)(=O)c2cccs2)cc1 (stereo not drawn) | 0.4 | 0.5 | 0.8 | 8.6 | 0.914 | 9.5 | -0.4 | 12.0 | -1.7
CC(=O)c1cccc(NC(=O)c2onc(C)c2Cl)c1 | 2.8 | -2.7 | -2.4 | 5.1 | 0.949 | 1.1 | -5.8 | 13.4 | -2.3
Cc1cc(C)nc(SCC(=O)Nc2ccc(S(=O)(=O)Nc3nccs3)cc2)n1 | -0.9 | 12.9 | 19.1 | -4.8 | 1.05 | 14.0 | -3.2 | 7.9 | -1.4
COc1ccccc1C(=O)N1CCCC1(C#N)c1ccccc1 (stereo not drawn) | 1.5 | 1.0 | 4.4 | -2.7 | 1.03 | 9.2 | -1.1 | -1.6 | -0.2
COc1ccc(S(N)(=O)=O)cc1C(=O)NCCCN1CCN(c2ccccc2OC)CC1 | 4.8 | 3.9 | -12.1 | -5.7 | 1.06 | -9.6 | -1.0 | -10.8 | 4.8
COCCCNC(=O)C[C@H]1C[C@H](C(=O)N2CCOCC2)[C@@]2(CCC3CCCC3)c3[nH]c4cc(CCC(=O)N(C)C)ccc4c3CCN2C1=O | -3.0 | x | -9.0 | 4.2 | 0.958 | 15.5 | -0.6 | x | x
Cc1nn(C)cc1C(=O)NNC(=S)Nc1ccccc1 | -0.5 | 16.4 | 7.0 | 12.9 | 0.871 | -8.7 | 1.4 | 17.7 | -0.7
Cc1ccc(NC(=S)N/C(=N/S(=O)(=O)c2ccccc2)c2ccccc2)cc1 | -3.9 | -5.7 | 38.4 | 0.0 | 1 | 39.0 | -5.6 | 34.7 | -2.8
CC(CC(=O)NC1CCSC1=O)c1ccccc1 (stereo not drawn) | 21.4 | 8.2 | -8.6 | 1.9 | 0.981 | -20.6 | 3.1 | 5.5 | -1.3
Cc1cc(OCc2ccc(F)cc2)nc(-c2ccccc2O)n1 | 4.8 | -19.6 | -8.0 | 4.2 | 0.958 | 7.3 | -1.9 | -8.3 | -4.7
COc1cccc(-c2cc(C(=O)N/N=C/c3ccco3)c3ccccc3n2)c1 | 1.6 | -4.4 | 0.1 | 12.0 | 0.88 | 14.4 | 2.9 | 11.4 | 4.4
CC(Sc1nnc(-c2ccccc2)c(-c2ccccc2)n1)C(=O)N1CCc2ccccc21 (stereo not drawn) | -3.1 | 7.6 | -7.4 | 13.9 | 0.861 | -19.1 | -8.3 | 1.4 | -4.0
Cc1noc(C)c1CSCC(=O)N(C)CC(=O)Nc1ccccc1C(F)(F)F | 3.5 | -6.6 | 10.2 | -8.2 | 1.08 | -4.9 | -4.0 | 3.5 | -0.6
Cc1oc(-c2ccccc2Cl)nc1CS(=O)(=O)CC(=O)NCCN1CCOCC1 | -1.1 | 7.2 | -14.2 | 7.1 | 0.929 | 1.3 | -0.1 | 9.2 | 0.2
COc1cccc(-c2nnc(NC(=O)c3ccc(S(=O)(=O)N(CC(C)C)CC(C)C)cc3)o2)c1 | 7.7 | -40.6 | 16.0 | 9.9 | 0.901 | 30.1 | 1.7 | -4.2 | -3.5
COc1cccc(N(C(=O)c2ccco2)C(C(=O)NC2CCCC2)c2ccc(N(C)C)cc2)c1 (stereo not drawn) | 1.7 | -24.7 | 16.5 | -3.7 | 1.04 | 17.2 | -2.2 | -1.5 | -0.5
COc1cccc(NC(=O)CSc2ccc3nnc(-c4ccncc4)n3n2)c1 | 0.6 | 9.8 | -9.6 | 4.5 | 0.955 | 7.0 | -6.2 | 6.0 | -1.1
CCOC(=O)c1cnc2c(cnn2C)c1Cl | -0.7 | 16.0 | -10.2 | -8.9 | 1.09 | -28.4 | -5.9 | -7.5 | 3.5
Clc1ccccc1CN1CCN(/N=C/C=C\c2ccco2)CC1 | -2.8 | 0.4 | 0.3 | -13.6 | 1.14 | 7.9 | 1.4 | 12.7 | -2.2
N=C1/C(=C\c2ccc(SCc3ccccc3)o2)C(=O)N=C2SC(CC(=O)N3CCOCC3)=NN12 | 13.3 | 10.5 | 13.1 | 13.8 | 0.862 | 11.4 | 2.3 | 12.3 | -3.5
Cc1cc(-c2ccccc2)c2ccc(NC(=O)C(C)(C)C)nc2n1 | -10.0 | 2.1 | -10.7 | 3.9 | 0.961 | -5.9 | -8.6 | 32.3 | -1.8
Nc1sc2c(c1C(=O)NC1CCS(=O)(=O)C1)CCC2 (stereo not drawn) | -1.7 | -2.8 | 12.8 | 13.9 | 0.861 | 9.1 | -4.7 | -0.2 | -1.2
COC(=O)c1c(-c2ccc(Br)cc2)csc1NC(=O)Cc1ccc(OC)c(OC)c1 | -5.7 | -11.4 | 4.1 | 8.5 | 0.915 | 22.1 | -11.5 | 5.4 | -2.4
CCCc1ccc2oc(C(=O)N3CCN(CC(=O)NC(C)C)CC3)c(C)c2c1 | 5.6 | 12.0 | -0.3 | 5.2 | 0.948 | 20.5 | 3.3 | 7.9 | -2.5
COc1ccc(OCCOC(=O)CN2C(=O)NC3(CCCC3)C2=O)cc1 | -0.2 | -4.3 | 0.9 | -4.1 | 1.04 | 17.9 | -9.5 | -11.7 | -4.7
CC(C)=CCCC(C)CN1CCC(O)CC1 (stereo not drawn) | 2.2 | 24.4 | 8.4 | 2.4 | 0.976 | 5.6 | -6.6 | 24.1 | 0.4
CCCCC(CC)C(=O)Nc1ccc(S(=O)(=O)Nc2nccs2)cc1 (stereo not drawn) | -5.6 | -10.2 | -22.4 | 0.6 | 0.994 | -16.3 | -3.5 | -10.5 | 3.6

Compounds from the list above that have a cyano group (two):
SMILES | APOBEC3A inh | hIAP block | TIM10 inh | mIAP inh | mIAP activ | tim10-1 inh | APOBEC3G inh | NALP3 yeast inh | beta cell repl
COC(=O)CSC1=C(C#N)C(c2ccc(C)cc2)C2=C(CCCC2=O)N1 (stereo not drawn) | 0.5 | -4.2 | 3.7 | 10.1 | 0.899 | 17.6 | -3.6 | 6.4 | -2.1
COc1ccccc1C(=O)N1CCCC1(C#N)c1ccccc1 (stereo not drawn) | 1.5 | 1.0 | 4.4 | -2.7 | 1.03 | 9.2 | -1.1 | -1.6 | -0.2

In another format: entries from further up.
COc1ccc(OCCOC(=O)CN2C(=O)NC3(CCCC3)C2=O)cc1
  APOBEC3A inh: -0.2; hIAP block: -4.3; TIM10 inh: 0.9; mIAP inh: -4.1; mIAP activ: 1.04; tim10-1 inh: 17.9; APOBEC3G inh: -9.5; NALP3 yeast inh: -11.7; beta cell repl: -4.7
CCCCC(CC)C(=O)Nc1ccc(S(=O)(=O)Nc2nccs2)cc1 (stereo not drawn)
  APOBEC3A inh: -5.6; hIAP block: -10.2; TIM10 inh: -22.4; mIAP inh: 0.6; mIAP activ: 0.994; tim10-1 inh: -16.3; APOBEC3G inh: -3.5; NALP3 yeast inh: -10.5; beta cell repl: 3.6

Source: PubChem
